MITF primary – inhibitors of human MITF; AlphaScreen MITF homodimerization, bead proximity signal; inhibition, % at 2.6 µM; actives 0.91% (n = 650,000); AID 1259374; in the data active means inhibition above about 50%;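 further: 0% = vehicle wells with protein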
GPR151 ag – human GPR151 activation | Q8TDV0 | PathHunter beta-arrestin GPR151 cells, luminescence | activation, % at 11.2 µM | actives 1% (n = 650,000); in the data active means activation above about 4.9%;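 further: 0% = median of compound wells and 100% = cells with positive control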
Target sequence (Q8TDV0 whole entry, looked up): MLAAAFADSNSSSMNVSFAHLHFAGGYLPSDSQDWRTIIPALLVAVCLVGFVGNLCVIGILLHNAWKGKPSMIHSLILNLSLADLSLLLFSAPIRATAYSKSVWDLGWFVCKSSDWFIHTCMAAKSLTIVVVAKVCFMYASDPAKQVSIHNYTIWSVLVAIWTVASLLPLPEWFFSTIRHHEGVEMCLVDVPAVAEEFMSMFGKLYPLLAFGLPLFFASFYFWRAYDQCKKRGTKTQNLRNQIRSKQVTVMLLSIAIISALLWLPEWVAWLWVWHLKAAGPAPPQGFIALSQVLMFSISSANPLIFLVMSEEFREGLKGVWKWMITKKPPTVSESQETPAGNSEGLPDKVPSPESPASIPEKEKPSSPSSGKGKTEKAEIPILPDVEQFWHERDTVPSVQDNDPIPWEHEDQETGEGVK
TEAD-YAP block – TEAD-YAP interaction inhibition; HEK-TIYL cells, TEAD-Gal4/YAP UAS-luciferase luminescence; inhibition, % at 9.12 µM; actives 1.4% (n = 640,000); in the data active means inhibition above about 32%;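 further: 0% = median of test compound wells and 100% = reference inhibitor wells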
FBW7 act – human FBW7 E3 ligase activation, primary screen. AlphaScreen FBW7–phospho-cyclin E peptide binding, activator screen. normalized activity (activation), % at 26.1 µM. Q969H0. actives 0.13% (n = 650,000). AID 1259310; in the data active means normalized activity above about 1.9%;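 further: purified mutant Fbw7 with reduced substrate affinity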
Target sequence (Q969H0 whole entry, looked up): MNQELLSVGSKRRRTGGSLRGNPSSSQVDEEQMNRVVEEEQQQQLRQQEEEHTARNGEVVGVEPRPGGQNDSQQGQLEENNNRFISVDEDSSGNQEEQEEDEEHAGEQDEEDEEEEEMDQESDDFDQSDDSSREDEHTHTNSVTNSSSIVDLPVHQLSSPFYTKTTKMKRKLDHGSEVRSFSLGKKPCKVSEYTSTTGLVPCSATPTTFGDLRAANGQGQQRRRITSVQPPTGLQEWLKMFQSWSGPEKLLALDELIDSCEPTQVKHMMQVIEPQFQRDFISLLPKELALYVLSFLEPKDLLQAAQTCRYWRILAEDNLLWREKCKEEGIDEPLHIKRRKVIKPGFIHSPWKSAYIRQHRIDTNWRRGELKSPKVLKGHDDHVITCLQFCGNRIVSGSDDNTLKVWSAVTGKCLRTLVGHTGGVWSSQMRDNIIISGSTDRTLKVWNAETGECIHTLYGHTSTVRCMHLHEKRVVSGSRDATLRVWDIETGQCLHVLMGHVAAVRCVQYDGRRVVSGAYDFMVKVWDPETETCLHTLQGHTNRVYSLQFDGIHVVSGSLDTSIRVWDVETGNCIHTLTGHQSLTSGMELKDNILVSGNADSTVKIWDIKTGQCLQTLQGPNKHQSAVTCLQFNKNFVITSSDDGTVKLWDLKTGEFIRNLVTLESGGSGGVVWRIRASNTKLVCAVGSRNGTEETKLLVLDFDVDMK
* marks the source's active call; other numbers are inactive results.

SMILES	MITF primary	GPR151 ag	TEAD-YAP block	FBW7 act
O=C(Cn1cnc2ccccc21)Nc1ccccc1NC(=O)c1ccccn1	10	0.7	-111	-0.4
Fc1ccc(CSc2ccc3nnc(-c4ccncc4)n3n2)cc1	-5	-0.5	-9	-0.9
O=C(Nc1ccc(-n2cccn2)cc1)C1CCN(C2CSCCSC2)CC1	1	1.1	15	-0.2
Cc1cc(C)c(S(=O)(=O)Nc2ccncc2)cc1N(C)S(=O)(=O)c1ccc(F)cc1	-4	-0.8	4	0.1
Cc1ccc(-c2nc3c(cnn3-c3ccccc3)c(=O)n2-c2ccccc2C)cc1	2	1.9	-3	0.0
Cc1nnc(C2CCCN(C(=O)Nc3ccc(Cl)cc3)C2)s1 (stereo not drawn)	-14	0.3	-4	-0.1
CCc1ccc(N2C(=O)CN(C)C2=S)cc1	-3	0.9	-6	0.0
Cc1c(C(=O)N2CCCC2)sc2ncnc(N(C)c3ccccc3)c12	9	1.1	-4	0.4
CC(=O)Nc1ccc(CN2CCC3(CCC(CNC(=O)C(C)C)O3)CC2)cc1 (stereo not drawn)	-6	0.8	5	-0.2
Cc1ccc(CN2CCN(Cc3cccc(-n4cccn4)c3)CC2CCO)o1 (stereo not drawn)	-12	-0.3	2	-0.1
Clc1cncc(Cl)c1N/N=C/c1cccnc1	-13	2.7	10	0.0
CCCCC(CC)CNC(=O)C(=O)Nc1cccc(F)c1 (stereo not drawn)	3	0.3	-21	-0.1
Cc1cccc(C(=O)NCc2ccccc2Cl)c1[N+](=O)[O-]	12	-0.5	3	0.5
CC[C@@H](Cn1nc(-c2cccs2)ccc1=O)NC(=O)CCn1nnc2ccccc21	-4	0.4	-5	-0.2
NC(=S)N/N=C1/CC(N2C(=O)c3ccccc3C2=O)C2COC1O2 (stereo not drawn)	13	-1.6	9	0.5

Brought forward from above: 3 entries; new compounds follow.
SMILES	MITF primary	GPR151 ag	TEAD-YAP block	FBW7 act
Cc1cccc(C(=O)NCc2ccccc2Cl)c1[N+](=O)[O-]	12	-0.5	3	0.5
CC[C@@H](Cn1nc(-c2cccs2)ccc1=O)NC(=O)CCn1nnc2ccccc21	-4	0.4	-5	-0.2
NC(=S)N/N=C1/CC(N2C(=O)c3ccccc3C2=O)C2COC1O2 (stereo not drawn)	13	-1.6	9	0.5
COC(=O)COc1cccc2c(=O)n(CC(=O)Nc3ccc(F)cc3)ccc12	-6	1.5	-8	-0.1
COc1cc(Br)cc(C=Nc2c(C)n(C)n(-c3ccccc3)c2=O)c1O	-3	0.5	-8	0.1
Cc1cccc(OCC(=O)Nc2ccc(CN3CCOCC3)cc2)c1C	7	1.4	6	0.1
CNS(=O)(=O)c1ccc(NS(=O)(=O)c2cc(C(C)(C)C)ccc2C)cc1	7	1.3	4	0.2
Cn1cc(S(=O)(=O)N2CCOCC2)cc1C(=O)NCCCc1ccccc1	-8	0.0	-6	-0.1
COc1ccc(OC)c(N(CC(=O)NC2CCCCC2)S(C)(=O)=O)c1	22	0.4	11	-0.1
CCOc1nnc(-c2ccc(OC)cc2)c2ccccc12	5	1.5	-17	-0.9
Cc1cc2c(N3CCC(Cc4ccccc4)CC3)ncnc2s1	11	0.0	29	0.3
Cc1ccc(OCCCN(C)C)c(C(C)(C)C)c1	14	1.8	-1	-0.2
CC(C)(C)c1ccc(SCCc2ccccn2)cc1	63*	-0.5	-54	-0.1
O=C(COC(=O)c1cccc(NC(=O)c2cc(S(=O)(=O)N3CCOCC3)cs2)c1)c1ccc(Br)cc1	8	0.4	-2	-0.1
O=S(=O)(c1ccc(-c2ccccc2)cc1)N1CCCCCC1	13	2.8	-3	0.7
O=C(c1ccc(NCC2CCCO2)c([N+](=O)[O-])c1)N1CCOCC1 (stereo not drawn)	-5	1.4	-13	0.1
Cc1ccc2scc(N3CCN(C(=O)c4ccco4)CC3)c(=O)c2c1	24	-1.8	1	0.0
Cc1cnc(-c2nnc(NCC3CCCO3)s2)cn1 (stereo not drawn)	12	-0.1	-20	-0.1
C[C@H](NS(=O)(=O)c1ccc(F)cc1)C(=O)O	9	-1.0	-7	0.3
CCOC(=O)COc1ccccc1/C=C/c1ccc2cccc(OCc3ccccc3)c2n1	-10	-1.7	6	0.1
CCOC(=O)c1ccc(NNC(=O)CC)c([N+](=O)[O-])c1	1	1.1	1	-0.1
CCn1cc(C(=O)NCCCOC)c(=O)c2cc(S(=O)(=O)N3CCCC3)ccc21	12	-0.8	-2	0.1
COc1cccc(C(c2sc3nc(C)nn3c2O)N2CCCCC2)c1 (stereo not drawn)	10	1.8	0	0.1
CCOCC(O)CNCc1c(C(=O)N(C)CCc2ccccc2)nc2c(C)cccn12 (stereo not drawn)	-3	-0.7	-5	-0.1
CC(C)=C(NC(=O)c1ccccc1)C(=O)N(C)C	6	2.2	1	0.3
COc1ccc(CCNC(=O)c2sc3ncn(CC(=O)N4CCCCC4)c(=O)c3c2C)cc1OC	13	4.3	-13	0.8
N#Cc1ccccc1NC(=O)c1cc(=O)c2ccccc2o1	-1	-1.5	-26	-0.1
O=C(Nc1ccccc1[N+](=O)[O-])c1cccc(S(=O)(=O)Nc2cccc(O)c2)c1	-2	0.2	-10	0.0
C=CCOc1ccc(/C=c2\sc3nc(-c4ccccc4OC(C)=O)nn3c2=O)cc1	-6	0.2	3	0.0
COc1ccc(NC(=O)CSc2nnc(C)s2)c([N+](=O)[O-])c1	7	3.5	-6	-0.2
Cn1c(-c2ccncc2)n[nH]c1=S	-6	-1.8	-7	-0.1
COc1ccc(-c2nc(NCc3ccccc3)nc(OC)n2)cn1	-15	-2.4	-21	0.1
COc1cc(N)c(Cl)cc1C(=O)OCC(=O)NC1CCS(=O)(=O)C1 (stereo not drawn)	15	-1.1	1	0.1
COc1cc(/C=c2\s/c(=C\C(=O)C(C)(C)C)[nH]c2=O)ccc1O	-8	0.0	6	0.0
CCN(CC)S(=O)(=O)c1ccc(C(=O)Nc2c3c(nn2-c2cccc(Cl)c2)CS(=O)(=O)C3)cc1	7	0.1	-4	-0.1
COCCNc1c(-c2cc3c(cc2Br)OCO3)nc2cnccn12	2	-0.8	4	-0.2
O=c1c2cc(F)ccc2[nH]c(=S)n1Cc1cccc(Cl)c1	8	-0.7	0	0.1
COc1ccc(-c2nc(C)c(CCNC(=O)C3CCCCC3)s2)cc1	11	0.1	-39	-0.1
CCN(CC)C(=O)c1c(-c2ccccc2)oc2ccc(O)cc12	13	-0.2	7	0.0
CC1=NN(c2cccc(Br)c2)C(=O)/C1=C/c1ccccc1OCC(=O)O	15	-0.6	-8	-0.6
O=C(CSc1ncccn1)N(c1ccccc1)c1ccccc1	0	1.9	9	-0.3
COc1cc(CN2CCN(c3ccccc3)CC2)cc([N+](=O)[O-])c1O	52*	-1.4	7	-0.1
COc1cccc(C(=O)Nc2ccc3oc(-c4cc(I)ccc4Cl)nc3c2)c1	24	0.3	-5	0.7
COc1cccc(CN2C[C@@H]3C[C@@H](c4cc(C)ccc4-n4cccn4)N4CCC[C@@]34C2=O)c1	7	2.5	-1	-0.1
CCOc1cc(C2C(C(=O)OCCc3ccccc3)=C(C)NC3=C2C(=O)CC(c2ccccc2)C3)cc(Br)c1O (stereo not drawn)	8	-0.6	5	0.4
CNC(=O)CN(Cc1ccccc1)S(=O)(=O)c1cc(Cl)ccc1Cl	11	0.7	1	0.1
N#Cc1ccc(NC(=O)CSc2nc3cc(Cl)ccc3o2)cc1	6	-1.0	-17	0.5
CCCN(CCC)C(=O)/C=C/c1cc(OC)c(OC)c(OC)c1	5	2.4	-3	-0.1

Next section, overlapping the part above by two compounds.
SMILES	MITF primary	GPR151 ag	TEAD-YAP block	FBW7 act
N#Cc1ccc(NC(=O)CSc2nc3cc(Cl)ccc3o2)cc1	6	-1.0	-17	0.5
CCCN(CCC)C(=O)/C=C/c1cc(OC)c(OC)c(OC)c1	5	2.4	-3	-0.1
COc1cccc(NC(=S)NN2C(C)CCCC2C)c1 (stereo not drawn)	1	-1.5	-3	0.1
Cc1cc(CO)cc(CO)c1Br	12	-0.1	-1	0.2
COc1ccc(-c2noc(CN(C(=O)c3ccc(OC)cc3OC)C(C)C)n2)cc1	3	1.8	-1	0.0
CCOC(=O)CSc1nc2c(sc(=S)n2-c2ccc(C(=O)OCC)cc2)c2nc3ccccc3n12	13	2.9	1	-0.1
Cc1nnc2n1CCN(C(=O)CCC(=O)c1ccccc1)CC2	-6	0.4	5	-0.1
O=C(NC1=NCCS1)c1cc(-c2cccnc2)nc2ccc(Br)cc12	-20	-0.4	-13	0.0
N#Cc1ccc(-c2ccc(OCC(=O)NN3Cc4ccccc4C3=N)cc2)cc1	0	1.3	6	0.4
O=C(CN1CCCC(c2ncncc2-c2ccncc2)C1)N1CCCCC1 (stereo not drawn)	16	-0.1	0	0.3
COc1cccc2cc(-c3csc(NC(C)=O)n3)c(=O)oc12	-1	1.5	-9	0.0
CN1CC(O)(c2ccc([N+](=O)[O-])cc2)SC1=Nc1ccccc1 (stereo not drawn)	26	-0.2	-36	-0.3
Cc1cc(NC(=O)CSc2nc3cc4c(cc3cc2C#N)OCO4)no1	-2	-0.2	-4	0.0
O=C(N1CCCC(c2nc3c(nnn3Cc3ccccc3)c(=O)[nH]2)C1)C(F)(F)F (stereo not drawn)	15	0.2	18	-0.2
CS(=O)(=O)C1=NSC2=NC(=O)/C(=C\c3ccc(Br)o3)C(=N)N21	74*	-0.5	12	-1.9
CN1CCN(C(=O)CCC(=O)N2CCN(C(=O)c3cccc(Cl)n3)CC2)CC1	7	0.8	-8	0.1
Cc1c(C(=O)N2CCC(C)CC2)sc2ncn(CC(=O)N3CCC(C)CC3)c(=O)c12	-5	-0.4	6	-0.1

Fetched one by one from above:
SMILES	MITF primary	GPR151 ag	TEAD-YAP block	FBW7 act
O=C(CN1CCCC(c2ncncc2-c2ccncc2)C1)N1CCCCC1 (stereo not drawn)	16	-0.1	0	0.3
O=C(N1CCCC(c2nc3c(nnn3Cc3ccccc3)c(=O)[nH]2)C1)C(F)(F)F (stereo not drawn)	15	0.2	18	-0.2
N#Cc1ccc(-c2ccc(OCC(=O)NN3Cc4ccccc4C3=N)cc2)cc1	0	1.3	6	0.4

Next part
SMILES	MITF primary	GPR151 ag	TEAD-YAP block	FBW7 act
CC(C)N(C)Cc1nnnn1CC(=O)NCCCn1ncc2ccccc21	8	-1.7	1	0.4
O=C(Cn1nnc2c(cnn2-c2ccc(F)cc2)c1=O)Nc1ccc2c(c1)OCO2	12	-1.1	9	0.1
O=C(Nc1nnc(-c2ccc(Cl)cc2Cl)s1)C12CC3CC(CC(C3)C1)C2	-8	1.6	1	-0.1
Cc1ccc2oc(-c3ccc(NC(=O)c4cc([N+](=O)[O-])ccc4Cl)cc3O)nc2c1	0	2.6	0	0.1
COC(=O)c1cc(CNC(=O)c2ocnc2C)cc(NC(=O)Cc2ccccc2)c1	11	0.4	2	1.2
Cc1ccc(N(Cc2ccc(F)cc2)S(C)(=O)=O)c(C)c1	-7	-2.3	-16	0.0
CCOc1ccc2nc(SCC(=O)O)oc2c1	9	-1.4	-5	0.1
CCOC(=O)C1=C(c2ccc(OC)cc2)C(=O)c2ccccc2C1=O	30	0.2	96*	-1.1
COc1cccc(C=O)c1OS(=O)(=O)c1ccc(Br)cc1	46	-1.6	5	0.1
Cn1c(CN2CCN(Cc3ccc(F)cc3)C(CCO)C2)nc2ccccc21 (stereo not drawn)	-6	-1.2	1	0.0
O=C(NC(c1ccccn1)c1cccs1)C1CCN(C(=O)c2ccccc2)CC1 (stereo not drawn)	2	-0.3	-1	0.2
CCOCCCNCc1c(C(=O)O)n(Cc2cc(C)ccc2C)c2ccccc12	2	0.2	4	-0.1
CC1CCCCN1C(=O)CSc1nnc(CNc2nc(-c3ccccc3)cs2)n1C (stereo not drawn)	-19	-0.7	3	0.9
C=CCN1C(=O)C2C(C(=O)NCc3ccc(F)cc3)C3C=CC2(O3)C1C(=O)NC(C)(C)C (stereo not drawn)	2	-0.2	9	0.0
CN(C)CCNC(=S)Nc1ccccc1Cl	-23	-0.5	-11	0.1
COc1cc(CNC(=O)c2c(C)nc3sccn23)cc(OC)c1OC	9	-0.2	4	0.3
Cc1c(C(=O)NCCCOC(C)C)sc2nc(-c3ccc(F)cc3)cn12	-11	0.5	-1	0.1
COC(=O)C1C(c2ccc(O)c(OC)c2)c2c([nH][nH]c2=O)CC1(C)O (stereo not drawn)	13	-0.7	1	0.3
COc1cccc(C2=CC(c3ccccc3Cl)n3ncnc3N2)c1 (stereo not drawn)	18	0.0	8	0.3
COc1cc(CN2CCN(Cc3ccc(C)o3)C(CCO)C2)c(Cl)cc1O (stereo not drawn)	3	0.5	8	-0.2
COc1cccc(C2=CC(c3cccc(OC)c3OC)n3c(nc4ccccc43)N2)c1 (stereo not drawn)	-3	-4.6	-58	-0.1
COc1ccc(Nc2nc(-c3ccc(OC)c(OC)c3)no2)cc1	7	-0.3	-30	0.2
O=C1OC(/C=C/c2cccc(Cl)c2Cl)=NC/1=C\c1ccc(Cl)cc1	2	-0.3	-16	0.0
COc1ccccc1OC1CCN(Cc2nc(N)c3cc(C)ccc3n2)CC1	16	1.8	-3	0.0
COc1cc(/C=C/C(=O)Nc2ccc(-c3nnc4n3CCCCC4)cc2)cc(OC)c1OC	14	0.4	-6	-0.1

Profiles from above:
Entry for COc1cc(CNC(=O)c2c(C)nc3sccn23)cc(OC)c1OC : MITF primary: 9; GPR151 ag: -0.2; TEAD-YAP block: 4; FBW7 act: 0.3
Entry for O=C1OC(/C=C/c2cccc(Cl)c2Cl)=NC/1=C\c1ccc(Cl)cc1 : MITF primary: 2; GPR151 ag: -0.3; TEAD-YAP block: -16; FBW7 act: 0.0
Entry for Cc1c(C(=O)NCCCOC(C)C)sc2nc(-c3ccc(F)cc3)cn12 : MITF primary: -11; GPR151 ag: 0.5; TEAD-YAP block: -1; FBW7 act: 0.1

High-throughput results: PubChem, The Scripps Research Institute Molecular Screening Center
